# Assay outcomes from PubChem.
# SRC2 inh = human SRC2 (NCOA2) inhibition. Q15596. HEK293 GAL4-SRC2 luciferase reporter, luminescence. inhibition, % at 9 µM. 370,000 tested, 0.17% active. AID 651957;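 active = inhibition above the mean inhibition of all tested compounds plus 3 SD, set per campaign, cut at about 52% in these data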;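 also: 0% = DMSO treated cells and 100% = cells given Gossypol at 36 µM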
# MC4R ag barr = human MC4R agonism via beta-arrestin | 360,000 tested, 0.98% active | AID 540308 | P32245 | activation, % at 8.9 µM | U2OS MC4R beta-arrestin complementation, luminescence; percent of melanotan II response, DMSO zero;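 active = activation above a per-plate cutoff, the mean activation of sample wells on that plate plus 3 SD, cut at about 8% in these data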
# Target sequence (P32245 whole entry, looked up): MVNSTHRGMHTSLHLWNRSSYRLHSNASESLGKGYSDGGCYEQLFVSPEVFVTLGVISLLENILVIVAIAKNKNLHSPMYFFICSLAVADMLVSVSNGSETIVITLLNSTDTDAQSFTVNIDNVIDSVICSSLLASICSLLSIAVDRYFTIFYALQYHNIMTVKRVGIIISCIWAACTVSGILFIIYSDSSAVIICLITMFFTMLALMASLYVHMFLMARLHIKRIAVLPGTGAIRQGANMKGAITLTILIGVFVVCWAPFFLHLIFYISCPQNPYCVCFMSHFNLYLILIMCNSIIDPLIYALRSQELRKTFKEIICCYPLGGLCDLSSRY
# NOD2-RIPK2 inh = inhibitors of human NOD2-RIPK2 interaction; O43353; inhibition, % at 4.98 µM; 360,000 tested, 0.38% active; CHO BLA complementation NOD2-RIPK2, CCF4 ratio; AID 624267; in the data active = inhibition above about 21%;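 also: 0% = vehicle only and 100% = reference blocker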
# TLR9-MyD88 inh = inhibitors of human TLR9-MyD88 binding; CHO BLA complementation TLR9-MyD88, CCF4 FRET ratio; inhibition, % at 4.98 µM; AID 504734; 340,000 tested, 0.21% active; Q9NR96+Q99836;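 active = inhibition above the mean over all tested compounds plus 3 SD, cut at about 21% in these data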;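 also: 0% = DMSO only wells and 100% = clavulanate BLA inhibitor control wells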
# MC4R antagonist = blocks human MC4R cAMP signaling. P32245. MC4R-expressing cells, MTII-stimulated cAMP, LANCE TR-FRET. inhibition, % at 6.5 µM. 360,000 tested, 0.48% active. AID 540295;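 active = inhibition above its plate's cutoff, the mean of tested wells on that plate plus 3 SD, cut at about 29% in these data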;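 also: 0% = Melanotan II alone and 100% = Melanotan II plus saturating MCL0020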
#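 System – human MC4R-expressing U2OS cells · Also added – Melanotan II · Dosing – one concentration, 6.5 µM nominal · Timing – 30-min compound, 1-h challenge, 1-h detection, room temperature · Measured by – Eu-cAMP/anti-cAMP TR-FRET, emission 671 nm · Replicates – singlicate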
# Glyco luc inh = blocks N-linked glycosylation in D54 reporter cells; D54 ERlucT glycosylation luciferase reporter, 24 h; percent of 100 nM tunicamycin response; reporter increase, % at 12.5 µM; 360,000 tested, 0.23% active; AID 588692;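 active = mean luciferase reporter signal, scaled so untreated is 0 and the glycosylation-blocking control 100, at or above a set limit in every replicate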;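 also: luciferase carries N-glycosylation sites so blocking glycosylation raises the light; 0% = median of neutral control wells and 100% = median of 100 nM tunicamycin wells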
# ABHD5-PLIN5 inh = ABHD5-PLIN5 protein interaction inhibition; Q00G26+Q8WTS1; Split G. princeps luciferase complementation, luminescence, 4 h; inhibition, % at 4 µM; 360,000 tested, 0.78% active;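 active = inhibition above the mean inhibition across every tested compound plus 3 SD, cut at about 22% in these data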;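 also: 0% = DMSO only wells and the 100% control is not disclosed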
# ABCB6 inh 2 = inhibitors of human ABC transporter ABCB6 | fluorescence ratio to DMSO, % at 10 µM | Q9NP58 | 360,000 tested, 0.19% active | K562-ABCB6 porphyrin accumulation, flow cytometry, 1 h; hits give low values;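 active = fluorescence ratio to DMSO below 75%, the collection mean minus 3 SD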;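 also: signal is porphyrin accumulated inside mitochondria; 100% equals median channel fluorescence of DMSO control wells; lower ratio means ABCB6 inhibition with less porphyrin fluorescence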
# Cardio protect = myocardial damage modulation in H9c2 cells; H9c2 cardiomyocytes, H2O2 injury protection, ATPLite, 2 h; protection from H2O2 cell death, % at 20 µM; 360,000 tested, 0.63% active; AID 588492;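 active = compounds giving at least 50% protection of heart cells from peroxide-induced death in the single-dose screen, raw or plate-pattern-corrected value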;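 also: 0% = DMSO wells with peroxide and 100% = DMSO wells without peroxide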
# m5-HT2A agonist = agonists of mouse serotonin 5-HT2A receptor (HTR2A). 360,000 tested, 0.66% active. AID 624169. activation, % at 7.6 µM. CHO-K1 mHTR2A beta-arrestin complementation, luminescence; percent of 30 µM serotonin response;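 active = activation above a run cutoff, the mean activation of all tested compounds plus 3 SD, cut at about 14% in these data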;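 also: 0% = plate median of compound wells and 100% = 30 µM serotonin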
# Target sequence (P35363 whole entry, looked up): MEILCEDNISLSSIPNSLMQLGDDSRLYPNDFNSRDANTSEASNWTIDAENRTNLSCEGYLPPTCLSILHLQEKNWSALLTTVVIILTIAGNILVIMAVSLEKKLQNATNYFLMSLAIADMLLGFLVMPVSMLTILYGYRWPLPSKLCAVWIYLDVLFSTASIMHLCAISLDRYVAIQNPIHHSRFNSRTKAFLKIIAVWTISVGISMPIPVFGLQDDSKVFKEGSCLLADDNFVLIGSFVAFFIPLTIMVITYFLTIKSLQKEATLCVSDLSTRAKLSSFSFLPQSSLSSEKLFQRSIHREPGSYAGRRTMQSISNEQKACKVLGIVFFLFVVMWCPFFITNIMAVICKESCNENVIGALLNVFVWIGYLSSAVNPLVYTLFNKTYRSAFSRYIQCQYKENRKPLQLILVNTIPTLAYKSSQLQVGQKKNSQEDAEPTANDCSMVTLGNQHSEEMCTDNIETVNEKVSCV
# Numbers without * were called inactive; nt = no result given. The list is partial; count on the stated rates, not on these rows.
SMILES,SRC2 inh,MC4R ag barr,NOD2-RIPK2 inh,TLR9-MyD88 inh,MC4R antagonist,Glyco luc inh,ABHD5-PLIN5 inh,ABCB6 inh 2,Cardio protect,m5-HT2A agonist
Cc1nc2sc(C(c3cccc(F)c3)N3CCC(O)CC3)c(O)n2n1 (configuration not stated),-14,-2.1,-3,2,0,0,2,96,0,0
Cc1cc(C)c(C#N)c(SCc2ccc(C#N)cc2)n1,15,-0.1,5,-9,1,-1,-7,105,-4,3
Cc1ccc(C2=Nc3cccnc3C(c3ccccc3)=NN2)cc1,-14,-1.4,-1,-4,11,-4,-4,95,0,0
CC(C)(C)c1ccc(C(=O)NCC(=O)NCC(C)(C)N2CCOCC2)cc1,-20,-1.2,-8,-4,5,-2,1,276,7,-6
COc1ccc([C@@H]2CC=C(C(=O)O)[C@H](c3cccc(Cl)c3)N2S(=O)(=O)c2ccc(C)cc2)cc1OC,8,1.2,-9,-1,23,1,-4,103,2,7
CC1(C)OC(C(N)=O)C(C(N)=O)O1 (configuration not stated),-9,0.0,-4,-10,-4,3,0,97,1,1
O=C(NC1CCN(Cc2ccc(Cl)c(Cl)c2)CC1)c1ccccc1,17,0.2,2,-11,12,-1,0,97,-8,-8
O=C(CSc1ncccn1)NCc1ccccc1,-13,-1.5,-3,-4,0,3,2,101,3,0
Cc1cc(C)c(S(=O)(=O)NCCSCc2ccco2)c(C)c1,-5,-0.8,-3,3,7,-1,13,94,-9,0
COc1cccc(CNC(=O)CCC2CCCN(C(=O)Cc3ccccc3F)C2)c1 (configuration not stated),-19,1.9,-5,-6,16,-1,-6,93,-10,-5
Clc1cccc(NCc2nnc(SCc3ccccc3Cl)o2)c1,-6,0.9,-12,-7,-3,-1,-6,105,-26,-3
O=C(NCCC1=CCCCC1)C(=O)NCC1OCCCN1S(=O)(=O)c1cc(F)ccc1F (configuration not stated),10,-1.9,-3,-7,4,0,-4,98,6,-4
COC(=O)CSc1nc(N2CCOCC2)c2c(c1C#N)CC(C)(C)N(C)C2,4,0.8,1,5,0,-1,-8,110,11,3
CCn1cc(S(=O)(=O)N2CCN(c3ccc(Cl)cc3)CC2)cn1,-2,-2.2,-4,0,7,1,4,102,-4,6
COc1ccc(NC(=O)Cn2ncn3nc(-c4ccc(OC)cc4)cc3c2=O)cc1,-33,-0.5,-5,-12,4,-8,-4,100,-9,2

# Full records from above.
# CC(C)(C)c1ccc(C(=O)NCC(=O)NCC(C)(C)N2CCOCC2)cc1 in the list: SRC2 inh = -20; MC4R ag barr = -1.2; NOD2-RIPK2 inh = -8; TLR9-MyD88 inh = -4; MC4R antagonist = 5; Glyco luc inh = -2; ABHD5-PLIN5 inh = 1; ABCB6 inh 2 = 276; Cardio protect = 7; m5-HT2A agonist = -6
# Cc1cc(C)c(S(=O)(=O)NCCSCc2ccco2)c(C)c1 in the list: SRC2 inh = -5; MC4R ag barr = -0.8; NOD2-RIPK2 inh = -3; TLR9-MyD88 inh = 3; MC4R antagonist = 7; Glyco luc inh = -1; ABHD5-PLIN5 inh = 13; ABCB6 inh 2 = 94; Cardio protect = -9; m5-HT2A agonist = 0

# The results go on.
SMILES,SRC2 inh,MC4R ag barr,NOD2-RIPK2 inh,TLR9-MyD88 inh,MC4R antagonist,Glyco luc inh,ABHD5-PLIN5 inh,ABCB6 inh 2,Cardio protect,m5-HT2A agonist
COc1ccccc1NC(=O)CN1CCN(CC(=O)Nc2ccccc2Cl)CC1,3,-3.2,5,5,2,-1,2,95,-4,4
CCOC1=C2CN(S(=O)(=O)c3ccc(C)cc3)[C@H](c3cccc4ccccc34)C[C@H]2[C@H]2C(=O)N(c3ccccc3)C(=O)[C@H]2C1,-8,nt,0,nt,nt,-3,2,98,1,2
Nc1ccccc1Sc1ccc(C(F)(F)F)cc1[N+](=O)[O-],13,7.4,0,3,14,-2,-5,103,-5,3
O=C(CN1C(=O)S/C(=C/c2ccncc2)C1=O)N1CCOCC1,16,-2.7,-3,-4,-4,3,-3,96,2,2
Cc1ccc(CCNC(=O)C23CN(Cc4ccccc4)CC2C(c2ccc([N+](=O)[O-])cc2)=NO3)cc1 (configuration not stated),0,-0.5,-2,-4,2,-3,0,97,0,0
CC1(C)SC2c3ccccc3C(=O)N2[C@@H]1C(=O)NCc1ccco1 (some centres not stated),3,-3.1,4,-2,0,1,1,97,8,-3
CCOc1ccc(N2C(=O)/C(=C/c3ccccc3OCC(=O)OC)N(CC(=O)OC)C2=S)cc1,18,-1.5,-11,-2,7,-1,2,98,-3,12
CCOc1cc(/C=C/c2cc(C(=O)O)c3ccccc3n2)ccc1OC,15,0.7,5,-3,-10,1,-2,104,-20,1
Cc1onc(-c2ccccc2)c1C(=O)Nc1ccc(N2CCOCC2)cc1,12,-0.6,-7,8,0,3,-5,97,2,-10
CCCCCn1c(CN2CCN(C(=O)OCC)CC2)nc2c1c(=O)[nH]c(=O)n2C,-21,0.1,1,7,7,2,5,101,16,-1
O=C(CNC(=O)c1ccc(-c2ccccc2)cc1)OCc1ccc(Cl)cc1,-21,2.9,-2,-4,2,0,2,96,-2,-2
Cc1ccc(CNC(=O)C2CC3Cn4c(nc5cc(C)c(C)cc54)C3N2C)o1 (configuration not stated),-12,-1.1,-1,-5,11,3,8,101,11,-6
O=C(N/N=C/c1ccc2c(c1)OCO2)c1sc2cc(Cl)ccc2c1Cl,-15,-0.4,-7,3,-3,18,0,102,-4,1
CC1CCN(S(=O)(=O)c2ccc(NC(=O)C3CC(=O)N(c4ccccc4)C3)cc2)CC1 (configuration not stated),13,0.6,0,-2,6,2,-13,97,-7,-2
CSc1ncccc1C(=O)OCC(=O)N1CCCC1,-16,-1.0,-2,-3,9,0,-3,97,4,-10

# An excerpt from above, reduced to ABHD5-PLIN5 inh, MC4R antagonist and SRC2 inh.
compound,ABHD5-PLIN5 inh,MC4R antagonist,SRC2 inh
CCCCCn1c(CN2CCN(C(=O)OCC)CC2)nc2c1c(=O)[nH]c(=O)n2C,5,7,-21
O=C(CNC(=O)c1ccc(-c2ccccc2)cc1)OCc1ccc(Cl)cc1,2,2,-21
Cc1ccc(CNC(=O)C2CC3Cn4c(nc5cc(C)c(C)cc54)C3N2C)o1 (configuration not stated),8,11,-12

# Remaining list, next part:
SMILES,SRC2 inh,MC4R ag barr,NOD2-RIPK2 inh,TLR9-MyD88 inh,MC4R antagonist,Glyco luc inh,ABHD5-PLIN5 inh,ABCB6 inh 2,Cardio protect,m5-HT2A agonist
Clc1ccc(C2Nc3ccccc3-n3cccc32)cc1 (configuration not stated),-41,7.9,-5,-13,0,-7,3,102,-14,-2
CC(C)CCn1c(O)c(N=NC(=O)c2ccco2)c2ccccc21,4,-2.7,-7,1,2,2,-3,94,2,2
Cc1ccccc1N(CC(=O)N/N=C/c1cc(C)n(-c2ccccc2C)c1C)S(C)(=O)=O,-28,-1.8,7,-4,-22,-1,4,104,-22,-1
Nc1nc(-c2ccccc2)nn1C(=O)Cc1ccccc1,2,-1.2,3,5,2,-6,-7,95,3,-6
COc1ccc2c(c1OC)C(=O)OC2c1c(O)nc(SC)n(-c2ccccc2)c1=O (configuration not stated),16,-1.4,-1,-1,5,3,9,114,-2,7
CC1CN(C(=O)COC(=O)Cc2c(Cl)cccc2Cl)CC(C)O1 (configuration not stated),-2,-1.9,3,-3,19,0,7,98,-1,-2
CCOC(=O)c1cnc2c(cnn2C)c1Cl,5,-0.8,-3,-3,6,-4,-3,98,3,1
CSc1ncccc1C(=O)OCC(=O)Nc1ccc2c(c1)OCO2,-14,-2.0,-5,6,6,1,-3,94,3,3
Cc1ccc(O)c(C(=O)c2cc(C#N)c(=O)n(CC3CCCO3)c2)c1 (configuration not stated),19,-2.1,0,6,3,1,-7,98,-8,-4
CCOC(=O)C1=CN(Cc2ccc(Br)cc2)S(=O)(=O)NC1C (configuration not stated),6,3.3,-3,-7,2,1,-12,90,0,11
CN(C)CCCNc1ccc(S(N)(=O)=O)cc1[N+](=O)[O-],1,-0.6,-2,-6,6,-1,-4,97,12,0
Cc1ccc2[nH]cc(C(=O)CN3CCN(C)CC3)c2c1,16,-1.5,1,-2,0,0,2,96,2,-1
CC1=C(C(N)=O)C(c2ccccn2)n2nc(SCc3ccccc3)nc2N1 (configuration not stated),-13,2.0,-2,-22,2,3,2,94,4,-7
O=C(NCCc1ccccc1)C1CCN(c2ncccn2)CC1,-64,0.3,-3,-8,6,2,3,100,-11,5
O=[N+]([O-])c1ccccc1CCc1cnc(Cl)s1,-8,-1.3,6,11,7,-1,-10,94,-1,-2
Cc1[nH]c2ccccc2c1/C=N/Nc1nc(Nc2ccccc2)nc(N2CCOCC2)n1,-6,1.7,4,-9,15,-8,-1,98,60*,-5
Nc1ncnc2c1ncn2CCOc1ccccc1,-3,-1.6,-10,-12,-10,6,-1,101,-1,0
Cc1cccc(C(=O)NCc2ccco2)c1,-8,-1.7,5,2,3,2,1,97,-4,-4
O=C(CSc1nc2cccnc2n1Cc1ccccc1)NCc1ccco1,20,-1.4,-3,3,0,-1,2,100,-1,8
CC(=O)c1ccc(NC(=O)CNC2CCCCC2)cc1,-13,-0.7,3,-9,3,-5,7,100,-7,5
O=C(N[C@@H]1C/C=C\C[C@@H](CC(=O)N(CCO)Cc2ccccc2)C(=O)NCCOC1=O)OCC1c2ccccc2-c2ccccc21,nt,0.7,-2,3,-3,2,9,97,-4,2
O=C1CCc2cc(Br)ccc2O1,-14,-1.8,2,-6,1,0,-7,99,-3,2
CC(C)c1onc(C(=O)N2CCCCC2)c1[N+](=O)[O-],6,-2.0,2,-4,3,1,3,90,-3,4
COc1ccc(NC(=O)CN(C)C(=O)C(C)Oc2ccc(Br)cc2)cc1 (configuration not stated),4,-1.9,9,-12,13,0,0,95,1,9
CC(=O)c1cccc(NC(=O)C(C)OC(=O)CCCN=C2NS(=O)(=O)c3ccccc32)c1 (configuration not stated),-5,-2.7,4,0,5,2,12,100,8,-11
